Assay outcomes: PubChem, Sanford-Burnham Center for Chemical Genomics
DUSP3 inh: blocks the human dual specificity phosphatase VHR1; recombinant VHR phosphatase, colorimetric substrate read-out; inhibition, % at 20 µM; 50,000 compounds, 0.7% hits; AID 1992; in the data active = inhibition above about 60%; note: some results filed as inactive read as strong as hits
Target sequence (P51452 whole entry, looked up): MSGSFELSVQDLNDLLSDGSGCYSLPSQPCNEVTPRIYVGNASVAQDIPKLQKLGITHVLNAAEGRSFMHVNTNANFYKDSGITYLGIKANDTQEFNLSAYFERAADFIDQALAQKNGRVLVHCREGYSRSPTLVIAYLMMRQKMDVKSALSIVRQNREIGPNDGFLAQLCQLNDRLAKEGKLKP
* marks the source's active call; other numbers are inactive results. This is a subset; rates above refer to the full screens.

SMILES | DUSP3 inh
CC(C)(C)C#C/C=N/n1nnc(-c2ccccc2)n1 | -33.2
CCOc1ccc(C(=O)Nc2ccccc2C(N)=O)cc1 | -1.9
CCOC(=O)c1sc(C)c2c(=O)[nH]cnc12 | -18.0
COCCNC(=O)c1cnn2c1NC(c1ccc(OC)c(OC)c1)CC2C(F)(F)F (centres undefined) | 8.9
COc1ccccc1NC(=O)c1cc(I)ccc1Cl | -25.5
O=C(COc1ccc(Br)cc1)Nc1ccc(Cl)c(Cl)c1 | -23.0
CN(C)c1nc(-c2ccccc2)cc(-c2ccccc2)n1 | -8.4
CCC(Sc1nc(C)cc(C)n1)C(=O)Nc1ccc([N+](=O)[O-])cc1 (centres undefined) | 8.0
Clc1ccccc1-c1nc(NCc2ccccc2)c2ccccc2n1 | 6.4
CCOc1ccccc1NC(=O)c1c(NC(=O)c2ccccc2F)sc2c1CCCCC2 | -9.5
O=C(c1cccnc1)N1N=C(c2ccccc2)CC1(O)C(F)(F)C(F)(F)C(F)(F)F (centres undefined) | 17.8
COc1cccc(-n2c(C=C3C(=O)N(C)c4ccc(Br)cc43)nc3ccccc3c2=O)c1 | 3.7
CN(C)CCC(=O)c1cccc([N+](=O)[O-])c1 | 14.9
CCOC(=O)CONC(=NCc1ccccc1)c1nonc1N | -15.2
O=C(NCCN1CCOCC1)c1cc2nc(-c3ccc([N+](=O)[O-])cc3)cc(C(F)(F)F)n2n1 | -23.4
COc1ccc(CNC(=O)C(=O)NCc2ccc(C)cc2)cc1 | 0.1
Cc1cccc(N2C(=O)/C(=C/c3ccc(Br)cc3)SC2=S)c1 | -8.2
COc1cc(C(=O)NCCCNc2ccc([N+](=O)[O-])cc2)cc(OC)c1OC | 1.5
NCC(O)(c1ccc(Cl)cc1)c1ccc(Cl)cc1 | 23.7
CS(=O)(=O)c1ccc2nc(NC(=O)c3ccco3)sc2c1 | -21.5

Ordered by formula weight (ascending): 4 of the compounds above
SMILES | DUSP3 inh
COc1ccc(CNC(=O)C(=O)NCc2ccc(C)cc2)cc1 | 0.1
Clc1ccccc1-c1nc(NCc2ccccc2)c2ccccc2n1 | 6.4
COc1ccccc1NC(=O)c1cc(I)ccc1Cl | -25.5
Cc1cccc(N2C(=O)/C(=C/c3ccc(Br)cc3)SC2=S)c1 | -8.2

Additional structures.
SMILES | DUSP3 inh
Cc1ccccc1CN1CCN(S(=O)(=O)c2ccc(Cl)cc2)CC1 | -12.1
Cc1ccc(-c2cc(-c3cc(Cl)ccc3O)[nH]n2)cc1 | -19.7
CCOC(=O)CN1C(=O)/C(=C2\SC(=S)N(c3ccccc3)C2=O)c2ccccc21 | -3.9
COC(=O)c1cc(NC(=O)COc2ccc(Br)cc2)cc(C(=O)OC)c1 | -0.8
CCc1cccc(C)c1NC(=O)c1ccc(OC)c([N+](=O)[O-])c1 | -7.0
CCC1=NN(C(=O)c2ccc([N+](=O)[O-])cc2)C(O)(c2ccncc2)C1 (centres undefined) | -20.0
Cc1cc2c(cc1C)N(C(=O)CN1C(=O)c3ccccc3C1=O)C(C)(C)c1ssc(=S)c1-2 | -6.2
O=C(Nc1ccc(NC(=O)c2ccc(Br)cc2)cc1)c1ccc(Cl)cc1 | -11.0
CCOc1ccccc1N1CCN(C(=O)Nc2ccc(Cl)c(Cl)c2)CC1 | -37.1
COc1ccc(-c2nc(-c3ccc(Cl)cc3)no2)cc1 | -35.3
CCOc1ccc(-c2cnc(N)nc2N)cc1 | -12.6
C/C(=N\NC(=O)c1cc(C2CC2)[nH]n1)c1ccc(C)cc1 | -5.2
CCN(CC)S(=O)(=O)c1ccc2c(c1)C(=Cc1ccccc1)c1cc(S(=O)(=O)N(CC)CC)ccc1-2 | -1.1
COc1ccc(OC)c(NC(=S)NC(NC(=O)c2ccc(C)cc2)C(Cl)(Cl)Cl)c1 (centres undefined) | -10.2
COc1ccc(NC(=O)CN2C(=O)c3ccccc3C2=O)cc1O | -16.2
O=C1CC(c2ccc(Cl)cc2)CC2=C1C(c1ccc(C(F)(F)F)cc1)Nc1ccccc1N2 (centres undefined) | -1.9
COc1ccc2c(c1OC)C(=O)N(c1cccc(C)c1)C2 | 0.5
CCC1=NC(C(F)(F)F)(C(F)(F)F)N=C(N2CCCCC2)O1 | -1.1
O=[N+]([O-])c1cccc(S(=O)(=O)Nc2ccc(Oc3ccccc3)cc2)c1 | 6.2
CCOc1ccc(NC(=O)CN(Cc2ccccc2)S(=O)(=O)c2ccc(OC)cc2)cc1 | 3.9
CC1(C)C2=C([N+](=O)[O-])CN(c3ccccc3)CN2C(C)(C)N1[O] | 3.6
CC(=O)Nc1ccc(-c2nc(-c3ccccc3)c(-c3ccc(Br)cc3)[nH]2)cc1 | -4.0
CCOC(=O)c1c(C)oc2c(F)c(C(F)(F)F)c(F)c(F)c12 | -10.1
CC1=C(C(=O)OC(C)C)C(c2ccccc2C(F)(F)F)CC(=O)N1 (centres undefined) | 3.0
Nc1ccc2nc(SCc3ccc(Br)cc3)sc2c1 | 10.0
Cn1c(=O)c2c(ncn2CC(=O)NNC(=S)Nc2ccccc2)n(C)c1=O | 3.2
O=C(O)CC1S\C(=N/N=C\C=C/c2ccccc2)N(c2ccc(O)cc2)C1=O (centres undefined) | -9.3
COC(=O)c1ccc(C2CC(=O)Nc3c2cc(Br)c2ccccc32)cc1 (centres undefined) | -2.9
O=C(NCc1cccnc1)c1ccc(-c2cc(Cl)ccc2Cl)o1 | -11.0
N#C/C(=C\c1ccco1)c1nc(-c2ccccc2)cs1 | -8.5
COCCOC(=O)c1c(C)oc2ccc(OCc3ccccc3F)cc12 | -9.2
COc1ccc(NC(=O)c2c(NC(=O)c3ccc([N+](=O)[O-])cc3)sc3c2CCCC3)cc1 | -11.6
CCCCOc1ccc(S(=O)(=O)n2nc(C)cc2C)cc1 | -27.1
Cn1ccnc1SCC(=O)c1ccc(Cl)cc1 | 15.4
O=C(Nc1nnc(CSCc2ccccc2F)s1)C1CCCCC1 | 2.2
O=C1CCCc2c1n(CC(O)CO)c1ccccc21 (centres undefined) | 1.9
O=C(NCCO)/C(=C\c1cccc(Br)c1)NC(=O)c1ccccc1 | 1.5
COc1ccccc1NC(=O)c1ccccc1N(Cc1ccccc1)S(=O)(=O)c1ccccc1 | -22.6
CC(NC(=O)CN1CCN(C)CC1)C1CC2CCC1C2 (centres undefined) | -8.0
CCOC(=O)c1c(-c2ccc(C)cc2)csc1NC(=O)C(C)(C)C | -1.9
O=C(Nc1nnc(COc2ccc(Cl)cc2Cl)s1)c1ccco1 | -16.9
Oc1ccccc1-c1cc(-c2ccccc2)nc(N/N=C/c2ccc(F)cc2)n1 | 2.7
O=C(O/N=C(\c1ccncc1)c1ccc([N+](=O)[O-])cc1)c1ccc(Oc2ccccc2)cc1 | -10.1
O=C(O)c1ccccc1C(=O)Nc1nncs1 | -37.9
CCOC(=O)C(C(=O)Nc1ncccn1)C1CCCCC1 (centres undefined) | -22.1
O=C(NCCCn1ccnc1)C12CC3CC(CC(C3)C1)C2 | -1.8
Cc1ccccc1/C=C1/NC(=S)NC1=O | 0.8
COC(=O)C(=C/C=C/C=C/N(C)C)C(=O)OC | 4.2
O=C1C(Cl)=C(Nc2ccccc2F)C(=O)N1c1ccc(Cl)cc1 | -11.0
O=C(Nc1ccccc1)Nc1nnc(-c2ccccc2F)s1 | -1.9
O=C(O)CCCCCN1C(=O)C(=O)/C(=C(/O)c2ccccc2)C1c1cccc([N+](=O)[O-])c1 (centres undefined) | -5.8
CC(O)c1ccc(NC(=O)c2cnn3c2NC(c2ccc(F)cc2)CC3C(F)(F)F)cc1 (centres undefined) | 6.7
COc1ccc(OC)c(N=Cc2c(O)n(-c3cc(OC)ccc3OC)c(=O)[nH]c2=O)c1 | 7.3
O=C1C(N2CCOCC2)=C/C(=N\S(=O)(=O)c2ccc(Cl)cc2)c2ccccc21 | -14.5
CC(C)(C#N)NCCCCCCNC(C)(C)C#N | -2.3
Cc1cccn2c(=O)c(C=O)c(N3CCC(C)CC3)nc12 | -41.1
COc1ccccc1C(NC(=O)Cc1ccccc1)c1c(OC(C)=O)ccc2ccccc12 (centres undefined) | 12.0
Cc1ccc(/C=C2\SC(=S)N(CCc3ccccc3)C2=O)cc1 | -39.2
C=CCc1ccccc1OCCn1cc(/C=C2/SC(=S)N(C)C2=O)c2ccccc21 | -5.4
O=C(Nc1ccc(Br)cc1)C1C(c2ccccc2)=C1c1ccccc1 | -10.8

(cont.)
SMILES | DUSP3 inh
O=S1(=O)CCC(NC(=S)N/N=C/c2cccc3ccccc23)C1 (centres undefined) | -10.5
COC(=O)C1=NN(C(=O)OC(C)(C)C)C(O)(C(C)(C)C)C1 (centres undefined) | -2.8
O=C(CN1CCOCC1)NCC12CC3CC(CC(C3)C1)C2 | -37.7
COc1ccc(N/C=C(\C#N)C(N)=O)cc1 | 2.8
O=C(NCc1ccco1)C(=O)Nc1cccc(C(F)(F)F)c1 | -5.3
CCOc1ccccc1C=Nc1ccccc1C(=O)Nc1ccccc1 | -0.4
O=C(Nc1ccc(-c2nc3ccccc3[nH]2)cc1)c1cccs1 | 7.0
COc1ccc(C(=O)N(CCCCN2C(=O)c3ccccc3C2=O)c2ccc(C)cc2)cc1OC | -5.7
CC(C)NC(=O)c1ccc(Cl)c([N+](=O)[O-])c1 | -13.4
Cc1cccc(C(C)C)c1NC(=O)Nc1cccc(Cl)c1 | -2.6
O=C(/C=C/c1ccccc1)Nc1ccc(-c2nc3ccccc3o2)c(O)c1 | 6.8
COc1ccccc1CNC(=O)C(=O)NCC1CCCO1 (centres undefined) | -13.3
Nc1n[nH]c(N)c1N=Nc1ccc(F)cc1 | -10.7
CC(=O)NC(CCC(=O)OCc1ccccc1)C(=O)Nc1ccc(C)cc1 (centres undefined) | -22.7
Brc1cc2c(cc1/C=N/Nc1nc(N3CCOCC3)nc(N3CCOCC3)n1)OCO2 | -23.8
Cc1c(Cl)cccc1N1C(=O)c2ccccc2C1=O | -6.8
Cc1cccc(C)c1NC(=O)C1CC(=O)N(c2ccc(Br)cc2)C1 (centres undefined) | -15.6
C/C(=N\NC(=O)COc1ccccc1C)c1ccc(Br)cc1 | -19.4
C/C(=N\Nc1cc(-c2ccccc2)nc(C)n1)c1ccc(O)cc1 | -45.6
CCOc1ccccc1C1C(C(=O)OC)=CNC=C1C(=O)OC | -12.3
COc1cc(/C=N/n2nnnc2N)cc(OC)c1OC | -17.4
COc1cc(OC)c(-c2nc(-c3ccccc3)c(-c3ccc([N+](=O)[O-])cc3)[nH]2)cc1OC | 26.0
O=C(O)c1ccc(CN2CCOCC2)cc1 | 1.3
CCOc1cc(/C=C2/NC(=S)NC2=O)ccc1OCc1ccc(Cl)cc1 | -11.4
COc1ccc(/C=C/C(=O)NCC2CCCO2)cc1Br (centres undefined) | -17.2
CCc1cc(C)cc(OCCOc2ccc(/C=c3\sc4nc5ccccc5n4c3=O)cc2)c1 | -11.0
COc1ccc(OC)c(C2C(C(=O)OCCc3ccccc3)=C(C)NC3=C2C(=O)CCC3)c1 (centres undefined) | 8.5
COc1ccc(/C(N)=N/OC(=O)c2ccc(Cl)cc2)cc1 | -10.6
CCOC(=O)c1c(-c2ccc(Cl)cc2)csc1NC(=O)C1CC=CCC1C(=O)O (centres undefined) | 19.4
CCOC(=O)c1c(N)c(C#N)n2c1CCC2 | -3.9

A second format for 20 compounds above.
mol	DUSP3 inh
CC(C)NC(=O)c1ccc(Cl)c([N+](=O)[O-])c1	-13.4
Cc1cccc(C(C)C)c1NC(=O)Nc1cccc(Cl)c1	-2.6
O=C(/C=C/c1ccccc1)Nc1ccc(-c2nc3ccccc3o2)c(O)c1	6.8
COc1ccccc1CNC(=O)C(=O)NCC1CCCO1 (centres undefined)	-13.3
Nc1n[nH]c(N)c1N=Nc1ccc(F)cc1	-10.7
CC(=O)NC(CCC(=O)OCc1ccccc1)C(=O)Nc1ccc(C)cc1 (centres undefined)	-22.7
Brc1cc2c(cc1/C=N/Nc1nc(N3CCOCC3)nc(N3CCOCC3)n1)OCO2	-23.8
Cc1c(Cl)cccc1N1C(=O)c2ccccc2C1=O	-6.8
Cc1cccc(C)c1NC(=O)C1CC(=O)N(c2ccc(Br)cc2)C1 (centres undefined)	-15.6
C/C(=N\NC(=O)COc1ccccc1C)c1ccc(Br)cc1	-19.4
C/C(=N\Nc1cc(-c2ccccc2)nc(C)n1)c1ccc(O)cc1	-45.6
CCOc1ccccc1C1C(C(=O)OC)=CNC=C1C(=O)OC	-12.3
COc1cc(/C=N/n2nnnc2N)cc(OC)c1OC	-17.4
COc1cc(OC)c(-c2nc(-c3ccccc3)c(-c3ccc([N+](=O)[O-])cc3)[nH]2)cc1OC	26.0
O=C(O)c1ccc(CN2CCOCC2)cc1	1.3
CCOc1cc(/C=C2/NC(=S)NC2=O)ccc1OCc1ccc(Cl)cc1	-11.4
COc1ccc(/C=C/C(=O)NCC2CCCO2)cc1Br (centres undefined)	-17.2
CCc1cc(C)cc(OCCOc2ccc(/C=c3\sc4nc5ccccc5n4c3=O)cc2)c1	-11.0
COc1ccc(OC)c(C2C(C(=O)OCCc3ccccc3)=C(C)NC3=C2C(=O)CCC3)c1 (centres undefined)	8.5
COc1ccc(/C(N)=N/OC(=O)c2ccc(Cl)cc2)cc1	-10.6
